Bioassay records deposited in PubChem BioAssay by National Center for Advancing Translational Sciences (NCATS).
KB-V1 MDR tox = qHTS assay for MDR1-selective chemotherapeutics: Primary screen using the drug-selected MDR subline cells KB-V1. KB-V1 MDR cells viability, CellTiter-Glo, 72 h. Potency, µM (top dose mostly 46.1 µM), for the others: top-dose activity change, negative = cytotoxicity, usual class: cytotoxic. 400,000 compounds, 3.4% hits. AID 1347076, 2019; also: potency is read from the fitted curve at half-maximal effect; % is scaled to controls: 0 for no effect and ±100 for the full control effect; nearly all actives have a fitted effect of over 60% in size
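KB-V1 MDR subline cells in DMEM (phenol-red free, 10% FBS) exposed to compounds in qHTS concentration series for 72 h at 37 degrees C. Viability read by CellTiter-Glo luminescence; concentration-effect curves fitted after normalization and correction.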
IL-1B inflam inh = qHTS for Inhibitors of Inflammasome Signaling: IL-1-beta AlphaLISA Primary Screen; 360,000 compounds, 4.7% hits; activity change, % at 57.5 µM; AID 743279, 2014; THP-1 LPS/ATP IL-1B secretion, AlphaLISA, 16 h; active compounds read low; in the data active = activity change below about -50%; inconclusive = mostly about -30% to -49%; also: % is scaled to controls: 0 for no effect and ±100 for the full control effect
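Secreted IL-1B measured by AlphaLISA bead assay after 16 h compound exposure of THP-1 cells; compounds (final up to 57.5 uM) added 1 h before LPS (250 ng/mL) and ATP (1.25 mM) stimulation; lower signal means less secretion.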
KB-3-1 cytotox = qHTS assay for MDR1-selective chemotherapeutics: Primary screen using the parental adenocarcinoma cell KB-3-1; AID 1347075, 2019; 400,000 compounds, 1.4% hits; KB-3-1 viability, CellTiter-Glo ATP luminescence, 72 h; Potency, µM (top dose mostly 46.1 µM), inactives show at the top dose activity change, negative = cytotoxic, most hits filed as cytotoxic; also: potency is read from the fitted curve at half-maximal effect; % is scaled to controls: 0 for no effect and ±100 for the full control effect; nearly all actives have a fitted effect of over 60% in size
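Cells are dispensed, compounds pinned in, plates held at 37 °C for 72 h, then CellTiter-Glo is added and luminescence read after 10 minutes. Cell line: parental KB-3-1 in phenol-red-free DMEM, 10% FBS.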
HT1080 IDH1KD tx = qHTS for induction of synthetic lethality in tumor cells producing 2HG: qHTS for the HT-1080-IDH1KD cell line; HT-1080 IDH1 knockdown viability, ATP luminescence, 48 h; Potency, µM (titrated, usually from 46.1 µM), without a hit: at the highest dose activity, negative = toxicity, usual class: cytotoxic; 360,000 compounds, 2% hits;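 also: potency is read from the fitted curve at half-maximal effect; 0% = DMSO wells and -100% = cell-free medium wells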
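Knockdown cells (IDH1KD HT-1080) received compounds 2 h after plating at 750 cells/well and were kept 48 h at 37 °C in 5% FBS RPMI. A CellTiter-Glo luminescence read gave % activity for curve fitting.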
SW480 rerep = A quantitative high throughput screen for small molecules that induce DNA re-replication in SW480 colon adenocarcinoma cells. AID 624297, 2012. 340,000 compounds, 1.8% hits. SW480 DNA re-replication, Hoechst DNA content imaging, 48 h. Potency, µM (top dose mostly 46.1 µM), inactives show at the top dose re-replication activation, most hits filed as activators; also: potency is read from the fitted curve at half-maximal effect; % of control where 0% means no effect; nearly all actives have a fitted effect of over 55% in size
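SW480 cells exposed to compounds for 48 hr at 37 C, 5% CO2, then Hoechst-stained 40 min. Nuclear DNA content imaged by fluorescence scanning (405 nm excitation, 500-530 nm emission); re-replication scored as increased high-intensity nuclei.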
ATXN2 expr inh = Primary qHTS for Inhibitors of ATXN expression. Potency, µM (titrated, usually from 57 µM), inactives show at the top dose activity change, negative = inhibition, usual class: inhibitors. 360,000 compounds, 0.72% hits. HEK-293 ATXN2-luciferase reporter, luminescence, 24 h. AID 1745845, 2022; also: potency is read from the fitted curve at half-maximal effect; % is scaled to controls: 0 for no effect and ±100 for the full control effect; nearly all actives have a fitted effect of over 55% in size
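qHTS (up to 57 uM final) was run with 24 h compound exposure of reporter cells at 37 °C. Each well was multiplexed: SteadyGlo luminescence measured ATXN2-luciferase expression after a fluorogenic Gly-Phe-AFC viability readout (25 uM final).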
S2 tox = Viability Counterscreen for Primary qHTS for Inhibitors of ATXN expression; 400,000 compounds, 0.49% hits; S2 cells (HEK-293 line with an ATXN2-luciferase reporter) viability, CellTiter-Fluor protease fluorescence, 24 h; Potency, µM (doses to about 56.7 µM), actives largely listed as cytotoxic; AID 651635, 2014; also: potency is read from the fitted curve at half-maximal effect; nearly all actives have a fitted effect of over 40% in size
MCF10A rereplic = A quantitative high throughput screen for small molecules that induce DNA re-replication in MCF 10a normal breast cells; MCF 10A DNA re-replication, Hoechst nuclear intensity, 48 h; Potency, µM (top dose mostly 46.1 µM), inactives show top-dose activity, positive = re-replication, most hits filed as activators; 350,000 compounds, 2.9% hits; AID 624296, 2012; also: potency is read from the fitted curve at half-maximal effect; % of control where 0% means no effect; nearly all actives have a fitted effect of over 50% in size
HT1080-NT tox = qHTS for induction of synthetic lethality in tumor cells producing 2HG: qHTS for the HT-1080-NT fibrosarcoma cell line; HT-1080-NT fibrosarcoma viability, CellTiter-Glo ATP luminescence, 48 h; Potency, µM (highest dose often 46.1 µM), for inactives: at the top dose activity, negative = less viability, actives largely listed as cytotoxic; 360,000 compounds, 1.6% hits; AID 686970, 2013;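 also: NT is the 2HG producing partner of a matched IDH1 knockdown line; potency is read from the fitted curve at half-maximal effect; 0% = DMSO-treated cells and -100% = media-only wells without cells; nearly all actives have a fitted effect of over 55% in size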
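Read-out is CellTiter-Glo luminescence after 10 minutes at room temperature, following 48 hours' compound treatment of HT-1080-NT cells (750 cells/well, RPMI, 5% FBS, 37 degrees C).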
Active calls of the source: *; i = inactive; ? = inconclusive; · = not tested or not shown; [ ] = remark or other dose. Unless noted, calls follow the shape of the dose curve; as a rule, active = well fitted curve in the direction sought with a large enough effect; inconclusive = small, poorly fitted or top-dose-only effect, or another doubt; inactive = no such curve, though single readings can be large; an effect the other way counts as inactive or inconclusive.

| molecule | KB-V1 MDR tox | IL-1B inflam inh | KB-3-1 cytotox | HT1080 IDH1KD tx | SW480 rerep | ATXN2 expr inh | S2 tox | MCF10A rereplic | HT1080-NT tox |
| --- | --- | --- | --- | --- | --- | --- | --- | --- | --- |
| O=C(NC1CCCC1)c1cccc(Oc2ccccc2)c1 | -1% | -19 | -5% | 0% | -5% | 5% | i | -2% | -3% |
| CC(=O)Nc1cccc(OCCCNC(=O)c2cccc3ccccc23)c1 | -13% | 32 | -7% | 0% | -6% | -1% | i | -3% | -6% |
| CC1CCN(S(=O)(=O)c2cccc(C(=O)Nc3ccccn3)c2)CC1 | -2% | 17 | 3% | 4% | 3% | -8% | i | 3% | 15% |
| N#CCCN(C(=O)COC(=O)CCc1c[nH]c2ccccc12)c1ccccc1 | -1% | -12 | -1% | -1% | 2% | -2% | i | 2% | 1% |
| CCOC(=O)c1ccc(N2C(=O)C3C(C2=O)C(C(=O)c2ccc(Cl)cc2)N2CCCC32)cc1 (stereo not drawn) | -7% | -66* | ? | ? | ? | 8% | i | ? | ? |
| Cc1ccc(OCCNC(=O)c2ccco2)cc1C | -7% | -12 | 0% | 8% | 14% | 26% | i | 1% | 0% |
| CCN1C(=O)c2cccc3c(N)ccc1c23 | -17% | 30 | -4% | -3% | 18% | -11% | i | ? | -9% |
| C=CCS(=O)(=O)N1CCCC(N2CCN(c3ccccc3OC)CC2)C1 (stereo not drawn) | -5% | 31 | 0% | 2% | ? | -5% | i | -6% | 3% |

7 entries from above, set out differently.
Each structure is followed by: KB-V1 MDR tox | IL-1B inflam inh | KB-3-1 cytotox | HT1080 IDH1KD tx | SW480 rerep | ATXN2 expr inh | S2 tox | MCF10A rereplic | HT1080-NT tox
> O=C(NC1CCCC1)c1cccc(Oc2ccccc2)c1
 : -1% | -19 | -5% | 0% | -5% | 5% | i | -2% | -3%
> CC(=O)Nc1cccc(OCCCNC(=O)c2cccc3ccccc23)c1
 : -13% | 32 | -7% | 0% | -6% | -1% | i | -3% | -6%
> CC1CCN(S(=O)(=O)c2cccc(C(=O)Nc3ccccn3)c2)CC1
 : -2% | 17 | 3% | 4% | 3% | -8% | i | 3% | 15%
> N#CCCN(C(=O)COC(=O)CCc1c[nH]c2ccccc12)c1ccccc1
 : -1% | -12 | -1% | -1% | 2% | -2% | i | 2% | 1%
> CCOC(=O)c1ccc(N2C(=O)C3C(C2=O)C(C(=O)c2ccc(Cl)cc2)N2CCCC32)cc1 (stereo not drawn)
 : -7% | -66* | ? | ? | ? | 8% | i | ? | ?
> Cc1ccc(OCCNC(=O)c2ccco2)cc1C
 : -7% | -12 | 0% | 8% | 14% | 26% | i | 1% | 0%
> CCN1C(=O)c2cccc3c(N)ccc1c23
 : -17% | 30 | -4% | -3% | 18% | -11% | i | ? | -9%

(continued)
| molecule | KB-V1 MDR tox | IL-1B inflam inh | KB-3-1 cytotox | HT1080 IDH1KD tx | SW480 rerep | ATXN2 expr inh | S2 tox | MCF10A rereplic | HT1080-NT tox |
| --- | --- | --- | --- | --- | --- | --- | --- | --- | --- |
| c1cncc(N=c2scc(-c3cccc4ccccc34)n2CCCn2ccnc2)c1 | 12µM* | -4 | -22% | -24% | 2% | 7% | i | 26% | ? |
| Cc1cccc(N(C(=O)c2ccco2)C(C(=O)NC2CCCC2)c2ccco2)c1C (stereo not drawn) | ? | -9 | -1% | -8% | -2% | -14% | i | 2% | -2% |
| Cc1c(C(=O)Nc2ccc(Cc3ccncc3)cc2)cccc1[N+](=O)[O-] | -10% | -50* | -7% | ? | -2% | 0% | i | 19% | ? |
| CCN(CC)S(=O)(=O)c1ccc(N2CCCC2)c(NS(=O)(=O)c2ccc(OC)cc2)c1 | 4.1µM* | 10 | -2% | 0% | ? | 0% | i | -7% | -2% |
| O=C(COC(=O)Cc1n[nH]c(=O)c2ccccc12)Nc1ccc(Cl)cn1 | -11% | 68 | 14% | -3% | -5% | -4% | i | 22% | -7% |
| CC(C)(C)NC(=O)CN1CCN(C(=O)CCl)CC1 | 2% | -79* | ? | ? | 10% | -12% | ? | 18% | ? |
| COc1ccc(C2=NS(=O)(=O)N(C)C(C(=O)NCc3ccccn3)=C2)cc1 | 8% | 16 | 19% | 8% | -10% | 4% | i | -2% | 24% |
| C#CCOCCOCCOCCNc1nc(N2CCN(C(=O)CCCCCCCCCCNC(=O)[C@H](CCCCN)n3cc(CCCC(=O)O)nn3)CC2)nc(N2CCN(C(=O)CCCCCCCCCCNC(=O)[C@H](CCCN=C(N)N)n3cc(C[C@@H](C)CC)nn3)CC2)n1 | ? | -73* | ? | -24% | -6% | ? | 28µM* | ? | -25% |
| Cc1cc(OCc2cc(C(=O)NCc3cc(C(C)C)no3)no2)cc(C)c1Cl | -20% | -1 | 8% | -59% | 5% | 37%[activator] | i | 10% | ? |
| COc1ccc2c(c1)c(=O)c(S(=O)(=O)c1ccc(Cl)cc1)cn2C | -6% | · | -2% | · | · | 0% | i | · | · |
| COc1ccc(C2=Nc3ccccc3N(C(=O)c3ccc(C(F)(F)F)cc3)C2C(=O)NCc2ccccc2)cc1 (stereo not drawn) | ? | 16 | -10% | -4% | · | · | · | · | -10% |
| Cn1nccc1C(=O)N1CCN(S(=O)(=O)c2ccc(Br)s2)CC1 | · | 12 | · | -2% | -8% | 3% | i | ? | 16% |
| CC(NC(=O)c1ccc(F)cc1)c1nc2ccccc2n1Cc1ccccc1F (stereo not drawn) | 2.1µM* | -25 | 0% | ? | 26% | -16% | i | 1% | -15% |
| C/C(=N/NC(=O)c1ccc(-c2ccccc2)cc1)c1cc(O)cc(O)c1 | 23% | ? | 6% | ? | -10% | -25% | i | 20% | ? |
| CC(=O)Oc1cccc(N2C(=O)C3CC=CCC3C2=O)c1 (stereo not drawn) | ? | -6 | 2% | 0% | -7% | -8% | i | 1% | -1% |
| CCNc1nc(C#N)nc2c1ncn2-c1cc(F)cc(F)c1 | 0% | · | 0% | · | -5% | 9% | i | -4% | · |
| Cc1ccc(NC(=O)COC(=O)C2=NNC(=O)CC2)c(Br)c1 | 9% | -21 | -22% | 2% | 9% | 2% | i | ? | -9%[9.24 µM] |
| CCN1CCN(c2ccc(Cl)cc2NC(=O)c2ccco2)CC1 | 0% | -62* | ? | -9% | 3% | · | i | 15% | -20% |
| COc1ccc(OCc2nnc(SCC(=O)Nc3cccc(Cl)c3)o2)cc1 | 0% | 16 | 20% | 8% | -10% | -1% | i | ? | 0% |
| O=C(OCc1ccccc1)/C(=C/c1ccccc1Cl)NC(=O)c1ccco1 | · | 13 | · | 0% | -1% | 7% | ? | ? | -1% |
| CCOC(=O)c1ccc(-n2c(N)c(C(=O)NCC3CCCO3)sc2=S)cc1 (stereo not drawn) | 6% | -25 | 23% | 6% | 1% | -3% | i | 2% | 2% |
| CC(NC(=O)C(=O)N/N=C/c1ccccc1)c1ccccc1 (stereo not drawn) | 3% | 27 | 1% | -1% | -8% | · | i | 0% | -3% |
| OC(CNCCc1ccc(C(F)(F)F)cc1)COC(c1ccccc1)c1ccccc1 (stereo not drawn) | -27% | -69* | ? | ? | ? | 28µM* | ? | ? | ? |
| CC(=O)N1CCc2cc(S(=O)(=O)NC(C(=O)Nc3ccc4c(c3)OCCO4)C(C)C)ccc21 (stereo not drawn) | 4% | 10 | -8% | -7% | 5% | 36%[activator] | i | 0% | -1% |
| c1ccc2sc(-n3cc(C4CCCCC4)nn3)nc2c1 | ? | 76 | ? | -16% | · | 69%[activator] | i | · | 18% |
| Cc1ccc(CN(C)C(=O)c2ccccc2NC(=O)c2ccccc2)o1 | 0% | 0 | ? | 2% | 3% | -4% | i | 17% | 2% |
| O=C1NC(=O)C(=O)N1 | 22% | 10 | 0% | 0% | -18% | 9% | i | -3% | 0% |
| CC(C)NC(=O)NC(=O)CN1C(=O)NC2(CCc3ccccc3C2)C1=O (stereo not drawn) | 6% | 1 | -1% | 8% | -5% | -2% | i | -1% | 12% |
| CC1=C(C(=O)N(C)C)CC(CC(=O)NCCc2ccccn2)C(=O)N1CCC1=CCCCC1 (stereo not drawn) | -2% | -20 | -4% | 3% | · | 4% | i | · | 2% |
| CC(n1cnnn1)C12CC3CC(CC(C3)C1)C2 (stereo not drawn) | 12% | 19 | 1% | 7% | -5% | 16% | i | 21% | 11% |
| Nc1nnc(SCCOc2cccc(Br)c2)s1 | 9% | -10 | -16% | -1% | -5% | 24% | i | -6% | -22% |
| Cc1ccc(NC(=O)CS(=O)(=O)c2nc(-c3ccc(C)cc3)cn2-c2ccc(C)cc2)cc1 | ? | · | ? | · | · | 3% | ? | · | · |
| COc1ccc(S(=O)(=O)N2CCN(C)CC2)cc1C(=O)N1CCCCC1 | 0% | 6 | 8% | 6% | 1% | 10% | i | -4% | 3% |
| Cc1nn(Cc2noc(C(=O)NC(C)c3ccccc3)n2)c(C)c1Br (stereo not drawn) | 0% | · | 3% | · | · | 5% | i | · | · |
| NNC(=O)[C@@H]1C[C@@H]1c1ccccc1 | 0% | 6 | 19% | 0% | 0% | 4% | i | 6% | 0% |
